Rev-erbA mod: Rev-erb alpha (human) modulation | P20393 | Rev-erbα–FITC-DNA binding, fluorescence polarization, 90 min | activity, % at 10 µM | 370,000 compounds, 0.79% hits;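 active = activity above about 14%, limit read from the data; passing the limit was not always enough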;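 also: 0% = DMSO wells with 35 nM protein and 100% = DMSO wells with 750 nM protein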
NPR1 activator: GC-A (human) enzyme activation; HEK293 GC-A cells, cGMP TR-FRET, EC30 ANP; 0% at EC30 ANP, 100% saturating ANP; activation, % at 10 µM; 370,000 compounds, 0.14% hits; in the data active = activation above about 40%
SMARCA2 activ: activators of SMARCA2 function. activation, % at 9.1 µM. MG213 cells, MMTV-luciferase reporter, dexamethasone, overnight. 370,000 compounds, 1% hits; in the data active = activation above about 7.8%;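 also: 0% = vehicle wells and 100% = reference activator wells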
mABHD4 FP: ABHD4 (mouse) inhibition, primary FP screen; Q8VD66; purified mABHD4, FP-Rh probe fluorescence polarization; inhibition, % at 8.92 µM; 370,000 compounds, 0.54% hits; AID 720543;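 active = inhibition exceeding the mean over every tested compound plus 3 SD, cut at about 30% in these data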;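 also: 0% = plate median of compound wells and 100% = S159A mutant with DMSO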
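Assay system: mouse ABHD4 enzyme, wild type / Also added: fluorescent activity-based probe FP-Rh / Doses: single nominal dose of 8.92 µM, 0.89% DMSO final / Timing: 45 min compound pre-incubation plus 60 min probe step, 25 °C / Signal: FP readout, ex 525 nm / em 598 nm / Control set: S159A mutant/DMSO as 100%, compound-well median as 0%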
PG9 Ab binder: binds the HIV-1 gp120 antibody PG9; inhibition, % at 6.7 µM; 360,000 compounds, 0.43% hits; TR-FRET gp120-PG9 antibody binding; in the data active = inhibition above about 8.5%
rCAG binder: molecules binding r(CAG) RNA repeats; r(CAG) RNA repeat, TO-PRO-1 dye displacement fluorescence; inhibition, % at 3 µM; 370,000 compounds, 1.3% hits; AID 651821;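 active = inhibition above the plate cutoff, the mean of all test compounds on that plate plus 3 SD, cut at about 35% in these data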;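 also: 0% = DMSO alone and 100% = 100 µM mitoxantrone as full dye displacement; higher means more dye released from RNA so lower well fluorescence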
HTRA1 inh: inhibitors of human serine peptidase HTRA1; Q92743; recombinant HTRA1, FP-rhodamine activity-based probe, fluorescence polarization; inhibition, % at 5.96 µM; 340,000 compounds, 0.5% hits; in the data active = inhibition above about 36%;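 also: 0% = enzyme with DMSO and 100% = wells lacking enzyme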
ARFGAP1 inh: inhibits rat ARF GTPase activating protein 1; Arfgap1-stimulated ARF1 GTP hydrolysis, GDP FP detection; inhibition, % at 16.5 µM; 360,000 compounds, 0.26% hits;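 active = inhibition above a per-plate limit, mean inhibition of low control wells plus 3 SD, cut at about 25% in these data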;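 also: 0% = DMSO wells with enzyme and 100% = wells lacking Arfgap1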
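Repeats: one replicate per compound; assay system: rat Arfgap1 catalytic domain, aa 1-136; times: enzyme reaction 120 min at 25 °C after 20 min preincubation; detection: FP of antibody-bound GDP Alexa 633 tracer, ex 620/em 688 nm; benchmarks: high control wells lacking Arfgap1, low control full reaction with DMSO; reagent: human ARF1(Δ1-17)-GTP substrate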
GC-B act: GC-B (human) receptor activation; HEK293-GC-B cells, CNP EC30, cGMP TR-FRET; 0% at EC30 CNP, 100% saturating CNP; activation, % at 10 µM; 370,000 compounds, 0.11% hits;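 active = activation at 10 µM reaching about 35% in either raw or pattern-adjusted values, limit read from the data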
Target sequence (P20594 whole entry, looked up): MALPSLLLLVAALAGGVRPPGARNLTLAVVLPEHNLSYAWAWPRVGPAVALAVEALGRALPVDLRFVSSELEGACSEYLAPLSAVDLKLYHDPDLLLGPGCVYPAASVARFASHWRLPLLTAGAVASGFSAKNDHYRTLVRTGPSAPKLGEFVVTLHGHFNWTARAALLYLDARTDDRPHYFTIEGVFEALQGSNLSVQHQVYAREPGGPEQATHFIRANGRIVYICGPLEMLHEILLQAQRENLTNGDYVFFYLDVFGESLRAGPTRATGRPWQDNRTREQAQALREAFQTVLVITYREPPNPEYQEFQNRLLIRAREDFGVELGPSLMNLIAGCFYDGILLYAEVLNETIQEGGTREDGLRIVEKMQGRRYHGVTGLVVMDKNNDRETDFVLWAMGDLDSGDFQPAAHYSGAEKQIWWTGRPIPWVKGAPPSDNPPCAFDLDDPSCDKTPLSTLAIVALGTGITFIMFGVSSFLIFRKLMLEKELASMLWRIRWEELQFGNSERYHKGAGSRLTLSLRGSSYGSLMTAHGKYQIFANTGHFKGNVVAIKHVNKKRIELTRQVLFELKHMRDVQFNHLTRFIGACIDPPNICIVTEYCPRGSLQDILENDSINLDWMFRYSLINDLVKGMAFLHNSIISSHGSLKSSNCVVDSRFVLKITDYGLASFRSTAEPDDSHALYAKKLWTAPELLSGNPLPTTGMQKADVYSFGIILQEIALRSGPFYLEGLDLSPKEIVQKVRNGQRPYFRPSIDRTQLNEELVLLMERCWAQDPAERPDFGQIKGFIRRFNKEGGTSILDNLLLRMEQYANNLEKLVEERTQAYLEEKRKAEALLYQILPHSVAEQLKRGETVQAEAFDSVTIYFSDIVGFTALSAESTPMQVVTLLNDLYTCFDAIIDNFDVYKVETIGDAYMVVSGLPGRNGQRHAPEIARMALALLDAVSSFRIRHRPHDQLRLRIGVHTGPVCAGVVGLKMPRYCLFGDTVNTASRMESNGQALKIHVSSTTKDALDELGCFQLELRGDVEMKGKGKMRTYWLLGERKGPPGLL
ASAP1 GAP inh: ASAP1 ArfGAP inhibition; Q9ULH1; inhibition, % at 16.5 µM; AID 624377; ASAP1-stimulated ARF1 GTP hydrolysis, GDP FP detection; 360,000 compounds, 0.19% hits; in the data active = inhibition above about 25%;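 also: 0% = vehicle with enzyme and substrate and 100% = no enzyme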
Numbers without * were called inactive; . = not tested or not shown.

The first five compounds (preview)
SMILES	Rev-erbA mod	NPR1 activator	SMARCA2 activ	mABHD4 FP	PG9 Ab binder	rCAG binder	HTRA1 inh	ARFGAP1 inh	GC-B act	ASAP1 GAP inh
CCN(CC)S(=O)(=O)c1cccc(C(=O)N[C@H](C(=O)OCC(=O)Nc2ccccc2)C(C)C)c1	2	-2	6	3	0.4	-3	26	2	5	-7
CC(NC(=O)CSc1nc2c(c(C(F)(F)F)n1)CCc1ccccc1-2)c1ccccc1 (centres undefined)	4	-1	-6	-1	1.1	-4	1	4	3	2
O=C(Nc1cccnc1)C1CCC(CNS(=O)(=O)c2cccc3nsnc23)CC1 (centres undefined)	6	0	5	3	-1.5	4	3	1	3	5
C=CCN(CC=C)C(=S)Nc1ccc(OC)c(OC)c1	-1	3	-1	3	-3.0	-1	-9	-2	6	9
O=C(NCCc1nc(-c2ccccc2)cs1)c1ccc(Br)cc1	4	-8	-4	-13	2.1	-3	-19	19	-2	2

The whole of this part (from the top)
SMILES	Rev-erbA mod	NPR1 activator	SMARCA2 activ	mABHD4 FP	PG9 Ab binder	rCAG binder	HTRA1 inh	ARFGAP1 inh	GC-B act	ASAP1 GAP inh
CCN(CC)S(=O)(=O)c1cccc(C(=O)N[C@H](C(=O)OCC(=O)Nc2ccccc2)C(C)C)c1	2	-2	6	3	0.4	-3	26	2	5	-7
CC(NC(=O)CSc1nc2c(c(C(F)(F)F)n1)CCc1ccccc1-2)c1ccccc1 (centres undefined)	4	-1	-6	-1	1.1	-4	1	4	3	2
O=C(Nc1cccnc1)C1CCC(CNS(=O)(=O)c2cccc3nsnc23)CC1 (centres undefined)	6	0	5	3	-1.5	4	3	1	3	5
C=CCN(CC=C)C(=S)Nc1ccc(OC)c(OC)c1	-1	3	-1	3	-3.0	-1	-9	-2	6	9
O=C(NCCc1nc(-c2ccccc2)cs1)c1ccc(Br)cc1	4	-8	-4	-13	2.1	-3	-19	19	-2	2
CCOC(=O)c1ccc(OCCOc2ccccc2C)cc1	-2	0	-1	-9	-0.8	-5	-12	3	0	4
O=C(COC(=O)/C(=C/c1cccs1)c1cccs1)NC(c1ccccc1)c1ccccc1	2	-1	-4	4	0.4	11	-23	1	-1	2
O=C(Cc1nc2ccccc2[nH]1)c1ccc([N+](=O)[O-])cc1	2	1	2	6	-2.5	7	10	-6	-4	-2
COCCN(C(=O)/C=C/c1ccccc1)c1c(N)n(Cc2ccccc2)c(=O)[nH]c1=O	-5	0	-3	-2	0.7	0	3	11	-4	-6
COC(=O)C1=C(CS(=O)(=O)c2ccc(Cl)cc2)NC(=O)NC1c1ccc(O)cc1 (centres undefined)	-3	3	0	3	0.3	1	4	-1	2	-14
CN(C)C(CNC1CC(C)(C)NC(C)(C)C1)c1cccc(F)c1 (centres undefined)	-5	5	6	-11	0.6	-1	7	9	0	-6
CCOc1ccc(-n2cc(C(=O)c3cc(Cl)ccc3O)cc(C#N)c2=O)cc1	6	1	1	-5	-2.9	12	-17	14	-2	16
C[C@H](NC(=O)C1CC(=O)N(c2ccc(F)cc2)C1)C(=O)N1CCCCC1 (some centres undefined)	0	1	-1	5	-1.0	-4	-3	8	2	-4
COc1cc(OC)c(OC)cc1/C=N/NC(=O)C[n+]1ccccc1	4	2	1	4	-0.5	-2	-1	5	1	12
COc1ccc(COC(=O)c2ccc(Cl)c(S(=O)(=O)N3CC(C)OC(C)C3)c2)cc1 (centres undefined)	-5	0	-4	-3	-0.9	-2	-13	7	-4	5
Cc1ccc(CCNC(=O)C2CCN(S(=O)(=O)c3cccc4nonc34)CC2)cc1	3	-2	1	1	-2.2	5	3	-4	1	1
COc1ccc(S(=O)(=O)N2CCOCC2)cc1NC(=O)CSc1nnnn1C1CC1	-4	2	-3	5	-1.4	4	-2	-3	-7	-6
CCCOP(=O)(c1ccc(N(C)C)cc1)C(O)c1cc(OC)c(OC)c(OC)c1 (centres undefined)	5	3	-1	4	-2.2	-6	6	-18	1	5
O=C(Nc1cccnc1)C1CCN(S(=O)(=O)c2cccs2)CC1	.	.	-4	-1	-1.4	0	-7	7	.	5
CC(=O)c1ccc(NC(=O)Cn2cnc(S(=O)(=O)N3CCC(C)CC3)c2)cc1	6	4	-3	5	2.7	0	2	-5	2	-4
O=C(NN=Cc1cccc(OCc2ccccc2)c1)c1cc(-c2ccc(Cl)cc2)n[nH]1	4	2	-2	-69	.	11	.	.	1	.
COc1ccc([C@H]2CC(=O)C=C(c3ccc4ccn(C)c4c3)C2)cc1	4	1	5	2	0.9	1	-59	8	-6	-1
COc1ccccc1C(=O)N1CCN(C(=O)[C@H]2O[C@@H](n3cnc4c(N)ncnc43)[C@H](O)[C@@H]2O)CC1	4	4	0	-6	-0.1	0	.	-3	0	-3
CNC(=O)CN(C)S(=O)(=O)c1ccc(F)cc1	0	1	1	-12	-1.2	-1	2	0	7	-15
Clc1ccc2nc(-c3ccc4c(c3)OCO4)cn2c1	-1	7	-1	-3	2.5	0	-6	5	5	-4

New compounds follow
SMILES	Rev-erbA mod	NPR1 activator	SMARCA2 activ	mABHD4 FP	PG9 Ab binder	rCAG binder	HTRA1 inh	ARFGAP1 inh	GC-B act	ASAP1 GAP inh
Cc1ccc(NC(=O)Cc2ccsc2)cc1Cl	-10	-6	3	-10	0.5	0	-9	10	4	-3
COc1ccc(-c2csc(NC(=O)c3c(OC)cccc3OC)n2)cc1	5	-3	-4	-19	-1.2	12	-13	6	0	0
O=C(CN1C(=O)NC2(CCCCCCC2)C1=O)N1CCc2ccccc2C1	-7	5	6	2	2.4	-4	2	7	1	10
CC(OC(=O)CCCN=C1NS(=O)(=O)c2ccccc21)C(=O)Nc1ccccc1[N+](=O)[O-] (centres undefined)	-7	2	0	3	0.9	2	2	-10	-2	-9
COc1ccc([C@@H]2CC(=O)[C@@H]3CN(S(=O)(=O)c4ccc(Cl)cc4)[C@H](c4ccc(C)cc4)C[C@@H]3N2S(=O)(=O)c2ccccc2)cc1	-1	-2	-5	-21	-1.3	15	.	2	5	10
O=C(c1ccccc1)N(Cc1nc2ccccc2c(=O)[nH]1)C1CCCC1	-7	-8	1	-5	-2.1	-1	1	-10	-9	5
O=C(CCN1C(=O)C2CC=C(Cl)CC2C1=O)NCc1ccccc1 (centres undefined)	-4	2	-1	-1	-8.0	3	1	-17	6	-1
COC(=O)CN(c1ccccn1)S(=O)(=O)c1ccccc1	3	3	0	2	0.1	-2	1	-15	5	3
CCc1ccc(C(=O)CSc2n[nH]c(-c3ccncc3)n2)cc1	-3	-2	-1	0	0.0	1	-1	-6	0	-4
CCC(=O)Nc1ccc(C(=O)COC(=O)CCN2C(=O)C3CC=CCC3C2=O)cc1 (centres undefined)	1	-1	-2	-2	-2.1	5	1	-1	10	19
COC(=O)c1ccc2nc(-c3ccc(F)cc3)c(Cc3ccccc3C(F)(F)F)n2c1	21*	10	9.1*	-2	0.1	9	.	2	16	-10
COc1ccc(N2CCN(C(=O)CCNS(=O)(=O)c3ccc(Br)s3)CC2)cc1	-3	-1	0	5	0.5	-5	-4	3	0	0
CC(C)N1CCCCC(NC(=O)c2ccccc2)C1=O (centres undefined)	1	3	-2	-4	.	1	.	.	5	.
Cc1cccc(-c2noc(CCC(=O)NC3CCCC3)n2)c1	2	-4	-1	-5	-0.3	-2	.	4	1	-5
COc1ccc(N2CCN(S(=O)(=O)c3ccc(OC)c(C(=O)N4CCOCC4)c3)CC2)cc1	4	1	4	8	-1.1	2	1	4	1	4
COc1ccc(CN(C)C(=O)c2ccc(OCC(=O)N3CCOCC3)c(OC)c2)cc1	-3	1	-2	13	2.6	0	5	0	-2	3
CC1=NCCN1S(=O)(=O)c1ccc(Br)c(C)c1	0	0	0	5	-1.0	-2	9	6	5	7
CCOc1ccc2nc(SCC(=O)NC3CCCc4ccccc43)sc2c1 (centres undefined)	-3	3	-3	-6	-0.6	0	2	2	-4	0
Cc1ccc(-c2nc3ccc([N+](=O)[O-])cc3[nH]2)cc1	5	14	4	-14	-2.6	4	-31	-6	16	10
Cc1nc(Nc2cccc(C(C)O)c2)c2nnn(Cc3ccccc3F)c2n1 (centres undefined)	-3	4	-1	-4	1.0	-8	-2	-2	-1	-4
Cc1cc(Cl)ccc1OCCNC(=S)NC(=O)c1cccnc1	-4	3	-2	-5	-2.2	0	7	-5	-4	10
Cn1cc(/C=C(\NC(=O)c2ccccc2)C(=O)NCCN2CCOCC2)c2ccccc21	-3	4	-2	6	-0.2	2	-2	1	-5	-3
CCOC1=C2CN(S(=O)(=O)c3ccc(C)cc3)[C@H](c3cccc4ccccc34)C[C@H]2[C@H]2C(=O)N(c3ccccc3)C(=O)[C@H]2C1	7	1	2	1	-1.7	12	.	3	-4	-8
CC1CN(Cc2nc3c(c(=O)n(C)c(=O)n3C)n2CCCO)CC(C)O1 (centres undefined)	-3	-2	0	-12	2.6	-1	6	15	6	0
CC(C)N1C(=O)CC(Nc2cccc3cccc(N)c23)C1=O (centres undefined)	-24	-5	-3	36*	-8.8	29	36*	-4	-5	-10

Going on with the list.
SMILES	Rev-erbA mod	NPR1 activator	SMARCA2 activ	mABHD4 FP	PG9 Ab binder	rCAG binder	HTRA1 inh	ARFGAP1 inh	GC-B act	ASAP1 GAP inh
O=C(NCc1ccccc1Cl)C1CCCN(c2ncnc3c2nc2n3CCCCC2)C1 (centres undefined)	-5	1	7	0	-2.6	-7	-4	7	2	-13
Cc1ccc(-c2cc(-c3ccco3)c3c(N)c(C(=O)NN)oc3n2)cc1	-13	-18	-3	15	0.0	18	25	10	-13	-18
CN(c1ccc([N+](=O)[O-])cc1C(=O)Nc1ccccc1)C1CCCCC1	5	-1	.	.	.	.	-15	.	-5	.
Cc1noc(C)c1CSCC(=O)N(C)CC(=O)Nc1ccc(F)c(F)c1F	-4	0	-2	6	-0.3	-4	-4	7	1	6
COC(=O)c1cn(CC(=O)N2CCCCCC2)c2ccccc12	-1	4	-2	3	-0.5	-3	0	-8	4	0
COC(=O)[C@@H]1C[C@@H](C(=O)O)[C@H](C)C1(C)C	-4	-2	1	-1	2.9	5	-5	8	-1	-9
Cc1ccc(S(=O)(=O)N/N=C/c2ccc(C#N)cc2)cc1	-4	5	0	4	0.0	6	4	2	1	2
NC(=O)CCC(=O)N1CCCC(C(=O)c2ccc(C(F)(F)F)cc2)C1 (centres undefined)	-7	0	2	-2	-4.2	-1	0	-15	2	-1
CCc1ccc(S(=O)(=O)N2CCN(C(=O)C3CCN(C(C)=O)CC3)CC2)cc1	0	-1	-1	-2	-1.8	-7	-3	12	1	0
Cc1ccc(F)cc1NC(=O)Cc1ncc(C(F)(F)F)cc1Cl	0	2	-2	5	1.1	-4	2	-6	2	11
COc1cc(/C=C(\C#N)c2nc3ccccc3[nH]2)ccc1O	13	2	7	14	-16	-2	1	3	11	-10
Cc1ccc2cccc(OCCCOc3ccccc3F)c2n1	-3	-4	-3	-33	-0.2	-4	-17	7	-9	2
O=C1CCC[C@@H]2Cc3[nH]c4c(Cl)ccc(Cl)c4c3[C@@H]3CCN1[C@H]23	-5	-16	1	15	-0.6	-4	-22	6	-21	5
Cc1cc(=O)oc2cc(OCC(=O)OC(C)C(=O)NC3CCCC3)ccc12 (centres undefined)	3	3	1	-2	0.6	-4	-1	-5	-2	-4
CC1CCc2[nH]c3ccc(C(=O)N(C)CC(=O)Nc4ccc(F)cc4)cc3c2C1 (centres undefined)	2	0	-3	-1	0.8	1	-11	10	-5	5
CC(=O)c1cc(CC=C(C)C)c(O)cc1O	-2	-4	2	-9	2.1	0	-3	12	-4	8

Assay outcomes as filed in PubChem.
